Assay outcomes: PubChem, several laboratories
SR-BI HDL uptake = blocks mouse SR-BI lipid uptake from DiI-HDL; Q61009; ldlA[mSR-BI] CHO cells, DiI-HDL uptake fluorescence, 3 h; inhibition, % at 12.5 µM; 320,000 compounds, 0.96% hits;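 active = mean replicate inhibition of at least 70% and a set share of replicates each scoring 70 or more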;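 also: 0% = median of neutral control wells and 100% = median of positive control wells; values of inactives mirror those of a sister screen read the other way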
Target sequence (Q61009 whole entry, looked up): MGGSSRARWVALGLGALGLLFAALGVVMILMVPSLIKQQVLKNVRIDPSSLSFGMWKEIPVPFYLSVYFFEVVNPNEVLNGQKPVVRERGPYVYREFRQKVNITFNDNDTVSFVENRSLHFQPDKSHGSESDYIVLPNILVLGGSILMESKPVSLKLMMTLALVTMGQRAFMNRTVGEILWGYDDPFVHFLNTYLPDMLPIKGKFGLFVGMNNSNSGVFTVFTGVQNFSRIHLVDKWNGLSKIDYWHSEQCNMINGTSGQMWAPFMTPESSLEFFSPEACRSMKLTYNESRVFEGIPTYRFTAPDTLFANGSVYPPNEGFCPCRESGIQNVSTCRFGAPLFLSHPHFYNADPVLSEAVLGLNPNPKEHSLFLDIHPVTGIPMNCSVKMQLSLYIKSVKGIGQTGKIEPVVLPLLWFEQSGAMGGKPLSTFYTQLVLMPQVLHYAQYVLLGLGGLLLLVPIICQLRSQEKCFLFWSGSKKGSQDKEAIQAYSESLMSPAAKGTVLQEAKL
C-LANA FP = KSHV C-LANA DNA binding inhibition; MBP-C-LANA/FAM-LBS DNA binding, fluorescence polarization; inhibition, % at 9 µM; 340,000 compounds, 0.078% hits; AID 504423;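 active = highest replicate inhibition at or above 60% at 9 µM, even if other replicates fall short; inactive = all replicates below 60% inhibition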;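 also: 0% = neutral control wells and 100% = 4 µM acridine orange control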
PvdQ acylase = P. aeruginosa PvdQ acylase inhibition; purified PvdQ acylase, fluorescence plate reader; inhibition, % at 10 µM; 340,000 compounds, 0.063% hits; AID 488965; in the data active = inhibition above about 30%, passing the limit was not always enough;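 also: 0% = vehicle neutral wells and 100% = reference inhibitor wells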
RTF Ca sens inh = cardiac RTF calcium desensitization | P19429+P45379 | IANBD-labeled cardiac RTF, Ca2+ fluorescence | inhibition, % at 7.15 µM | 340,000 compounds, 0.12% hits | AID 493244;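 active = inhibition above the mean inhibition of all tested compounds plus 3 SD, cut at about 17% in these data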;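 also: assay run at fixed EC70 calcium of 1.6 mM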
Keap1-Nrf2 PPI = Keap1-Nrf2 (human) interaction inhibition | Keap1 Kelch-Nrf2 peptide fluorescence polarization, 1536-well | Q14145 | 340,000 compounds, 0.15% hits | inhibition, % at 9.4 µM; in the data active = inhibition above about 12%;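 also: human Keap1 Kelch domain with fluorescein labeled Nrf2 9mer peptide probe; 0% = neutral control wells and 100% = peptide positive control; higher means more block of Keap1 binding to Nrf2 peptide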
Target sequence (Q14145 whole entry, looked up, the tested form may be a part): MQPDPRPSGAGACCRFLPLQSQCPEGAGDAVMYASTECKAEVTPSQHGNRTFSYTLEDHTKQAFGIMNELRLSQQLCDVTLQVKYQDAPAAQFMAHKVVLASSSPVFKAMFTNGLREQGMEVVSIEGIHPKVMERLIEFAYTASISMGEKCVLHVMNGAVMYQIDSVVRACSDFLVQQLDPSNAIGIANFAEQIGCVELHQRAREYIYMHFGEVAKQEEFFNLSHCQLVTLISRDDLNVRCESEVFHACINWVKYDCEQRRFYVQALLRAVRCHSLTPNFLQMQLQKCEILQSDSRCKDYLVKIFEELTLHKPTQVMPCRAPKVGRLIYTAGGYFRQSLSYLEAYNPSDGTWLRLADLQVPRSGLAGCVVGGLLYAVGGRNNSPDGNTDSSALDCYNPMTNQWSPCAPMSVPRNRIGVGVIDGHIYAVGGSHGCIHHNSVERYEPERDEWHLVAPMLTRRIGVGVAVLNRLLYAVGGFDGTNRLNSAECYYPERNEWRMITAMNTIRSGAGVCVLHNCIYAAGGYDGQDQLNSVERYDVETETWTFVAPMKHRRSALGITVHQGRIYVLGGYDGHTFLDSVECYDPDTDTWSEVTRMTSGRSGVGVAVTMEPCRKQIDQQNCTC
Arrestin-AP2 inh = inhibitors of human beta-arrestin and AP2 interaction | FITC-arrestin peptide / GST-AP2 beads, flow cytometry; AP2 beta2 appendage carries R879A mutation | inhibition, % at 10 µM | 340,000 compounds, 0.31% hits;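 active = inhibition above a set limit, near 3 SD of compounds lacking own fluorescence, cut at about 54% in these data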;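 also: plate controls were DMSO wells for no effect and 5 µM unlabelled arrestin peptide for full effect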
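Test system: GST-tagged AP2 beta2-adaptin appendage (R879A) on 4 µm glutathione beads; also added: fluorescein-tagged arrestin peptide at 50 nM final; timing: 12 min plus 1 h, RT; signal: flow cytometry, FL1 (488/535 nm); read-out: percent drop in bead-associated FITC signal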
NSD2 HMT inh = NSD2 (human) methyltransferase inhibition. O96028. NSD2 peptide methylation, AlphaScreen, 120 min. inhibition, % at 12.5 µM. 310,000 compounds, 0.54% hits. AID 743445; in the data active = inhibition above about 50%
DAGLB inh = blocks human DAGLB lipase activity; Q8NCG7; HEK293T DAGLB membrane lysate, EnzChek fluorogenic substrate; inhibition, % at 5.17 µM; 340,000 compounds, 0.059% hits; AID 504411; in the data active = inhibition above about 34%;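 also: 0% = enzyme with vehicle and 100% = wells lacking enzyme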
PKA-R2B act = activators of human PKA-R2B complex; P22694+P31323; activation, % at 11.4 µM; PKA-R2B holoenzyme dissociation, Cy5-IP20 fluorescence polarization; R2B truncated from residue 108, S112A mutant; 0% DMSO only, 100% 113 µM cGMP; 340,000 compounds, 0.079% hits; AID 504700;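 active = activation above a cutoff set at the mean over all compounds plus 3 SD, cut at about 18% in these data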;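 also: higher means more holoenzyme dissociation and a rise in polarization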
SR-BI uptake up = SR-BI HDL lipid transfer activation. CHO ldlA[mSR-BI] cells, DiI-HDL uptake fluorescence, 3 h; 100 = double the neutral-control signal. activation, % at 12.5 µM. 320,000 compounds, 0.096% hits. AID 504775;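 active = mean replicate activation of at least 60% and every replicate at or above 60%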;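 also: 0% = median plate neutral-control signal and 100% = twice that signal; values of inactives mirror those of a sister screen read the other way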
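Assay system: CHO ldlA[mSR-BI] cells, LDL receptor-null, SR-BI overexpressing; medium: Ham's F12 with 0.5% BSA, HEPES 25 mM, pH 7.4; also added: DiI-HDL 10 µg/mL; timing: 3 h uptake period with compound, 37 °C; signal: DiI fluorescence, bottom read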
The depositor's hits bear a star; . = no result given.

(1) O=C(CN(Cc1ccco1)Cc1cccs1)N1CCN(S(=O)(=O)c2cccc(F)c2)CC1
(2) Cc1cc(NC(=O)NC(C(F)(F)F)C(F)(F)F)no1
(3) COc1ccc(C(=O)c2cnc[nH]2)cc1OC
(4) CNC(=O)CC(=O)Nc1ccccc1C(=O)O
(5) CC1CCCCC12NC(=O)N(CC(=O)Nc1ccccc1F)C2=O (centres undefined)
(6) COc1ccc(OC)c(NC2c3ccccc3C(=O)N2Cc2ccc3c(c2)OCO3)c1 (centres undefined)
(7) CC1=C(C(=O)OCC2CCCO2)C(c2coc3ccccc3c2=O)C2=C(CCCC2=O)N1 (centres undefined)
(8) Cc1cc(NC(=O)CCC(=O)N(c2ccccc2)C(C(=O)NC2CCCC2)c2cccs2)no1 (centres undefined)
screen / no.	1	2	3	4	5	6	7	8
SR-BI HDL uptake	43	.	-2	-15	-11	-1	-15	1
C-LANA FP	-0.3	-0.7	-1.8	0.0	0.3	-1.0	-4.5	-1.9
PvdQ acylase	7	-13	5	-14	8	7	-7	0
RTF Ca sens inh	-7	-5	1	-1	6	3	-8	2
Keap1-Nrf2 PPI	1	-4	-1	-3	-2	-6	-1	1
Arrestin-AP2 inh	-2	5	3	-3	7	28	-6	-4
NSD2 HMT inh	1	0	.	-1	0	.	-2	-1
DAGLB inh	-1	-4	1	-2	0	2	-2	-3
PKA-R2B act	1	-7	-2	4	-10	0	7	4
SR-BI uptake up	-43	.	2	15	11	1	15	-1

4 records picked at random from the list so far, as already listed:
(7) CC1=C(C(=O)OCC2CCCO2)C(c2coc3ccccc3c2=O)C2=C(CCCC2=O)N1 (centres undefined)
(1) O=C(CN(Cc1ccco1)Cc1cccs1)N1CCN(S(=O)(=O)c2cccc(F)c2)CC1
(8) Cc1cc(NC(=O)CCC(=O)N(c2ccccc2)C(C(=O)NC2CCCC2)c2cccs2)no1 (centres undefined)
(3) COc1ccc(C(=O)c2cnc[nH]2)cc1OC
screen / no.	7	1	8	3
SR-BI HDL uptake	-15	43	1	-2
C-LANA FP	-4.5	-0.3	-1.9	-1.8
PvdQ acylase	-7	7	0	5
RTF Ca sens inh	-8	-7	2	1
Keap1-Nrf2 PPI	-1	1	1	-1
Arrestin-AP2 inh	-6	-2	-4	3
NSD2 HMT inh	-2	1	-1	.
DAGLB inh	-2	-1	-3	1
PKA-R2B act	7	1	4	-2
SR-BI uptake up	15	-43	-1	2

Further compounds:
(9) O=C(COc1ccccc1Cl)N1CCN(c2ccc([N+](=O)[O-])c(N3CCCCC3)c2)CC1
(10) Cc1ccc(NC(=O)/C=C/c2ccc3c(c2)OCO3)cc1S(=O)(=O)N1CCOCC1
(11) CCC(C(=O)N1CCc2cc(OC)c(OC)cc2C1)c1ccccc1 (centres undefined)
(12) COc1cc(/C=C\C(=O)OCn2nnc3ccccc3c2=O)cc(OC)c1OC
(13) CN(CCCC1CCCC1)C(=O)CC1C(=O)NCCN1Cc1ccc(F)cc1 (centres undefined)
(14) COc1ccc(NC(=O)CSCC(=O)Oc2c(OC)cccc2OC)cc1
(15) CC(=O)Nc1c(C)ccc([N+](=O)[O-])c1C
(16) O=C(C1CCCCC1)N1CCc2ccccc21
screen / no.	9	10	11	12	13	14	15	16
SR-BI HDL uptake	28	56	-4	55	-1	5	-16	-3
C-LANA FP	0.3	-0.1	-1.9	0.3	0.9	0.3	0.9	-2.5
PvdQ acylase	11	-6	-5	11	-12	-16	11	-4
RTF Ca sens inh	-1	0	-8	3	4	-9	4	-4
Keap1-Nrf2 PPI	0	0	-2	-4	-4	-1	0	-2
Arrestin-AP2 inh	29	0	12	25	1	-9	38	-2
NSD2 HMT inh	3	0	7	.	8	-3	0	4
DAGLB inh	7	-3	3	-3	4	1	0	0
PKA-R2B act	1	7	-3	0	0	3	5	-9
SR-BI uptake up	-28	-56	4	-55	1	-5	16	3

(17) COC(=O)c1c(NC(=O)C(=O)NCC2CCCO2)sc2c1CC(C)(C)OC2 (centres undefined)
(18) CCOc1ccc(C(NC(=O)c2ccco2)c2ccc(OC)c(OC)c2)cc1 (centres undefined)
(19) COc1cc(NS(=O)(=O)c2ccc(NC(=S)Nc3ccccc3)cc2)nc(OC)n1
(20) Cc1ccc2ncnc(Nc3cccc([N+](=O)[O-])c3)c2c1
(21) O=c1[nH]cc(N2CCCCCC2)c(=O)[nH]1
(22) O=C(NCCCn1ccnc1)/C(=C/c1cccs1)NC(=O)c1ccco1
(23) CCN1CCCC1CN(Cc1cc2c(C)cc(C)cc2[nH]c1=O)C(=O)NC1CCCCC1 (centres undefined)
(24) CCNC(=S)NC1CC2CCC(C1)N2Cc1ccccc1 (centres undefined)
screen / no.	17	18	19	20	21	22	23	24
SR-BI HDL uptake	-35	-18	-3	22	3	-4	.	4
C-LANA FP	-0.3	-1.5	-0.2	-1.6	0.9	-1.4	-3.2	1.2
PvdQ acylase	-6	-6	-15	-12	-22	-7	-2	9
RTF Ca sens inh	-5	-4	-4	3	-8	3	-3	-1
Keap1-Nrf2 PPI	2	3	-3	-9	-7	0	-5	-2
Arrestin-AP2 inh	-8	7	-16	-4	2	9	14	-4
NSD2 HMT inh	0	2	1	-2	1	-2	7	4
DAGLB inh	0	2	0	-2	-1	-1	1	-3
PKA-R2B act	-2	0	-5	1	-4	8	14	-1
SR-BI uptake up	35	18	3	-22	-3	4	.	-4

Three compounds already listed, ordered by the number in NSD2 HMT inh, rising:
# | canonical_smiles | SR-BI HDL uptake | C-LANA FP | PvdQ acylase | Keap1-Nrf2 PPI | Arrestin-AP2 inh | NSD2 HMT inh | DAGLB inh | PKA-R2B act | SR-BI uptake up
20 | Cc1ccc2ncnc(Nc3cccc([N+](=O)[O-])c3)c2c1 | 22 | -1.6 | -12 | -9 | -4 | -2 | -2 | 1 | -22
21 | O=c1[nH]cc(N2CCCCCC2)c(=O)[nH]1 | 3 | 0.9 | -22 | -7 | 2 | 1 | -1 | -4 | -3
18 | CCOc1ccc(C(NC(=O)c2ccco2)c2ccc(OC)c(OC)c2)cc1 (centres undefined) | -18 | -1.5 | -6 | 3 | 7 | 2 | 2 | 0 | 18

(next part)
(25) COc1ccc(NC(=O)CCC(=O)Nc2nnc(C3CCCCC3)s2)cc1
(26) CCCSc1ncc(Cl)c(C(=O)Nc2ccc(S(=O)(=O)Nc3ncccn3)cc2)n1
(27) CCn1c(CCc2ccccc2)nnc1SCC(N)=O
(28) CCCCc1nc2cc(C(=O)N3CCC(O)CC3)ccc2o1
(29) O=C(NC1CC1)c1ccc2c3c(cccc13)CC2
(30) CCCCN1C(=O)/C(=C(/C#N)C(N)=O)c2ccccc21
(31) CC(C)C(NS(=O)(=O)c1cccc2nsnc12)C(=O)N1CCc2ccccc2C1 (centres undefined)
(32) Cc1ccn2cc(-c3cccc(NC(=O)c4ccccc4)c3)nc2c1
screen / no.	25	26	27	28	29	30	31	32
SR-BI HDL uptake	-18	-9	-3	-9	-8	1	-18	5
C-LANA FP	0.2	1.8	-0.6	0.2	-0.8	-1.4	0.3	0.9
PvdQ acylase	-14	-6	-3	-9	4	-7	4	-11
RTF Ca sens inh	-6	-3	-5	-3	12	1	7	-3
Keap1-Nrf2 PPI	0	-1	-2	-1	-1	-8	3	2
Arrestin-AP2 inh	1	-4	33	-3	30	5	40	5
NSD2 HMT inh	2	-1	1	66*	-4	3	.	-2
DAGLB inh	1	1	-2	0	-2	3	-1	1
PKA-R2B act	-5	0	2	-8	-11	-3	-10	-1
SR-BI uptake up	18	9	3	9	8	-1	18	-5

(33) CC1(C)Cc2c(cnn2-c2ccc(F)cc2)C(NC(=O)CCC(F)(F)F)C1 (centres undefined)
(34) O=[N+]([O-])c1ccc(NC(=S)N2CCN(S(=O)(=O)c3ccccc3)CC2)cc1
(35) O=C(NCCc1ccccc1)c1nc(-c2cccs2)no1
(36) NS(=O)(=O)c1ccc(CCNC(=O)Cc2ccc(S(=O)(=O)N3CCOCC3)s2)cc1
(37) O=C(Nc1ccc(CSc2ccccc2)cc1)c1ccco1
(38) Cc1cc(C)cc(OCC(=O)NN2Cc3ccccc3C2=N)c1
(39) CCCOP(=O)(OCCC)C(Nc1ccc(C(C)C)cc1)c1ccc([N+](=O)[O-])cc1 (centres undefined)
(40) Brc1ccc(-c2noc(C3CCCCC3)n2)cc1
screen / no.	33	34	35	36	37	38	39	40
SR-BI HDL uptake	-12	-6	14	-25	-12	-16	9	-25
C-LANA FP	0.6	-5.6	0.0	-3.6	-0.8	-0.2	0.6	1.8
PvdQ acylase	5	2	15	-11	-15	2	7	-16
RTF Ca sens inh	1	-4	0	3	-3	2	9	-4
Keap1-Nrf2 PPI	2	1	-1	-7	-2	-1	-5	2
Arrestin-AP2 inh	18	71*	8	-6	-2	7	37	0
NSD2 HMT inh	0	17	-35	-3	-2	-2	3	.
DAGLB inh	-1	0	-1	1	-3	0	-6	-1
PKA-R2B act	6	-3	3	0	3	-2	-1	-6
SR-BI uptake up	12	.	-14	25	12	16	-9	25

(41) CCOC(=O)c1cc(NC(=O)c2cccnc2)ccc1N1CCOCC1
(42) COc1ccc(-n2nc3c(c2NC(=O)CCCCl)CSC3)cc1
(43) CSCCC(NC(=O)OC(C)(C)C)C(=O)NC(CC(C)C)C(N)=O (centres undefined)
(44) CCN(CC(=O)NC1CCCC1)S(=O)(=O)c1ccc(Br)cc1
(45) CCOC(=O)c1cc(NC(=O)CN2CCCC2)cc(C(=O)OCC)c1
(46) COc1ccc(C)cc1N(CC(=O)O)S(=O)(=O)c1ccc(C)cc1
(47) O=[N+]([O-])c1cccc(N=NN(CCO)c2cccc([N+](=O)[O-])c2)c1
(48) CCc1ccc(NC(=O)C(=O)NCCN2CCN(S(C)(=O)=O)CC2)cc1
(49) Cc1ccc(/C=C/C(=O)OCC(=O)c2ccc3c(c2)NC(=O)CO3)o1
(50) c1ccc(CCn2nnnc2C(c2cccnc2)N2CCOCC2)cc1 (centres undefined)
(51) CCC(C)(C)NC(=O)CN(Cc1ccc(OC)cc1)C(=O)CCC(=O)Nc1nccs1
screen / no.	41	42	43	44	45	46	47	48	49	50	51
SR-BI HDL uptake	4	9	-1	-16	.	3	50	-24	9	-9	.
C-LANA FP	1.8	0.0	1.9	1.7	-0.8	-1.6	-1.2	0.4	-0.5	1.2	1.6
PvdQ acylase	-11	-22	12	2	9	-11	4	-15	-10	-4	-11
RTF Ca sens inh	4	-2	1	5	-12	-9	-6	2	-6	-1	-16
Keap1-Nrf2 PPI	-1	-4	1	4	1	0	2	-1	-3	-4	0
Arrestin-AP2 inh	-4	-11	10	-8	9	-2	3	-3	-6	-12	-1
NSD2 HMT inh	3	-7	.	-2	96*	-5	-4	0	0	23	5
DAGLB inh	-2	-1	-2	-1	-1	-9	-2	-1	1	3	-2
PKA-R2B act	-1	5	-2	8	-5	-9	7	-2	8	0	11
SR-BI uptake up	-4	-9	1	16	.	-3	-50	24	-9	9	.
